# Myeloid diff MLP = compounds promoting myeloid differentiation | ER-HoxA9 myeloid progenitors, lysozyme-GFP differentiation, flow cytometry | calls only at 10 µM | 1% of 360,000 active | AID 624256;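 active means normalized GFP-positive differentiation at or above the plate's own cutoff, the solvent-only control mean plus 3 SD; inconclusive means no clear call, values can overlap the other calls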;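 further: cells exposed to compound for four days before flow analysis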
# Large T inhibition = TAg ATPase/helicase activity blockers – biochemical (AID 1903); 0.39% of 310,000 active; SV40 large T antigen ATPase/helicase inhibition assay; higher % means a stronger effect; inhibition, % at 20 µM, or IC50 in µM where a hit was titrated; in the data active means a potency from the dose series; inconclusive means inhibition mostly from about 32% at the one dose, without a potency; inactive means the rest, 99 in 100 with inhibition below about 32%; further: strong numbers were not always called active
# PhoP inhibition = PhoP-dependent GFP reporter repression – Salmonella Typhimurium, primary screen (AID 1863); S. Typhimurium PhoP-regulated promoter GFP reporter, 4 h; higher % means a stronger effect; 0.16% of 300,000 active; inhibition, % at 50 µM; hits with a dose series show IC50 in µM;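 active means inhibition over 29.93%, a cutoff 3 SD above the screen mean, later confirmed by dose response; inconclusive means inhibition over 29.93% but no dose response follow-up; inactive means inhibition at most 29.93% or unconfirmed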;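 further: 0% = low Mg2+ inducing control and 100% = high Mg2+ repressing control; strong numbers were not always called active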
# Rac1 GTP hydrolysis = MgcRacGAP GTPase-activating activity inhibitors, confirmation, biochemical, ADP Hunter fluorescence | one-dose inhibition, % at 30 µM; IC50 in µM for titrated hits | MgcRacGAP-stimulated Rac1 GTP hydrolysis, ADP Hunter fluorescence; higher % means a stronger effect; GST-tagged Rac1 F28L mutant substrate | 0.6% of 340,000 active | AID 624330;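 active means first-screen hits whose inhibition reached a set limit at any dose in the follow-up dose series; inconclusive means inhibition above the set first-screen limit but never retested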;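 further: fluorescence reports GDP produced by GAP-driven GTP hydrolysis; strong numbers were not always called active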
# RSV CPE inhibition = inhibition of RSV-induced cytopathic effect – HEp-2 cells, primary 10 µM value included (AID 2391); 0.13% of 310,000 active; HEp-2 cells, RSV-induced CPE inhibition; higher % means a stronger effect; one-dose CPE inhibition, % at 10 µM; IC50 in µM for titrated hits; in the data active means a potency from the dose series; inconclusive means CPE inhibition mostly from about 23% at the one dose, without a potency; inactive means the rest, 99 in 100 with CPE inhibition below about 21%; further: strong numbers were not always called active
# UTI89 phage lysis = protection from phage-mediated lysis, alamar blue read-out – E. coli UTI89, K1F phage, bacterial capsule biogenesis inhibitors (AID 488966); E. coli UTI89 K1F phage lysis, alamar blue, 2 h; higher % means a stronger effect; one-dose inhibition, % at 100 µM; IC50 in µM for titrated hits; 0.02% of 340,000 active;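 active means phage lysis inhibition, versus mean bacterial control, above a set limit; inconclusive means no clear call, values can overlap the other calls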;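 further: capsule biogenesis inhibitors block K1F phage lysis so surviving cells raise fluorescence; higher fluorescence means more inhibition of phage lysis; actives were called in the ten point dose series up to 300 µM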
# T cell modulator = T cell immune modulation candidate | 2C CD8+ T cell-vesicle binding, flow cytometry; stronger effect = lower value | calls only at 7 µM | 0.068% of 330,000 active | AID 2052;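 active means response, share of CD8 T cells binding vesicles, and their 90th percentile fluorescence all below set limits, cut at about 80% in these data, passing the limit was not always enough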
#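 incubation = binding step 1.5 h, 37 °C, antibody labelling 20 min, ice | test system = 2C mouse CD8+ T cells | read-out basis = percent CD8+ FL2 mean versus row control | controls = Peptide-free naked vesicles (low) and QL9 vesicles with 0.7% DMSO vehicle (high) | detection = flow cytometry of vesicle-bound cells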
# NTR1 ag = agonists of NTR1, primary screen, imaging, U2OS cells, beta-arrestin-GFP, high content (AID 493036). P30989. NTR1-U2OS beta-arrestin-GFP spot imaging, agonist mode. activation, % at 20 µM. 0.17% of 330,000 active;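 active means activation at or above 40% of the spot to cytoplasm intensity ratio, with at least 20 cells analyzed; inconclusive means wells under 20 cells, flagged as cytotoxic or low count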;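 further: 0% = DMSO without peptide and 100% = 100 nM NTR1 peptide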
# Target sequence (P30989 whole entry, looked up): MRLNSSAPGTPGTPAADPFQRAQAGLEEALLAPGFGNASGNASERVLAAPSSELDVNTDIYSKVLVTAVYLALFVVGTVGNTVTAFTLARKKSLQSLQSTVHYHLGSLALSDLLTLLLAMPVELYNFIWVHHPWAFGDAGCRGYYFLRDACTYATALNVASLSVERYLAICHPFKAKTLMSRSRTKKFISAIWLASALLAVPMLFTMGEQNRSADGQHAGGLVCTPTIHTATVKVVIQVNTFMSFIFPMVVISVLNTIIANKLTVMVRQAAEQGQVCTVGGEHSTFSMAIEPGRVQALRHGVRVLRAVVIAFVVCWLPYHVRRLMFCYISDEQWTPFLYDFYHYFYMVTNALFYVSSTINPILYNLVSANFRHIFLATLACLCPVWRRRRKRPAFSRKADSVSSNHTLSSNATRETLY
# TNAP activators = stimulation of alkaline phosphatase TNAP activity – biochemical, luminescent, no phosphate acceptor, uHTS, primary screen (AID 1001) | purified TNAP, luminescent activation assay, no phosphate acceptor; higher activation fold means a stronger effect | one-dose activation fold at 20 µM; EC50 in µM for titrated hits | 0.03% of 200,000 active; in the data active means activation fold from about 3, or a potency from the dose series; inactive means the rest, 99 in 100 with activation fold below about 1.6; further: many of its hits are not listed in these tables
# T cell modulator vesicle-bound % = further read-out of T cell modulator, marked with its call; double positive events, %; measured here: CD8+ vesicle-bound cell fraction;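 binding gate set so that unloaded-vesicle control wells show 10% double positive cells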
# NTR1 ag cell count 20 µM = second read-out of NTR1 ag, no call of its own (marks repeat the call); cell count; measured here: cell count, cytotoxicity flag
# Myeloid diff MLP GFP+ MAC1+ % = also measured in Myeloid diff MLP; calls as there; GFP+ MAC1+ double positive, %; measured here: differentiation confirmed by MAC1 staining
# Starred values were filed as active, the others as inactive; i = inactive; ? = inconclusive; . = no result given; + = active, no number; & = joins results of further samples; [ ] = another dose, or the depositor's remark.
# Every second line gives: Myeloid diff MLP | Myeloid diff MLP GFP+ MAC1+ % | Large T inhibition | PhoP inhibition | Rac1 GTP hydrolysis | RSV CPE inhibition | UTI89 phage lysis | T cell modulator | T cell modulator vesicle-bound % | NTR1 ag | NTR1 ag cell count 20 µM | TNAP activators
> CCOC(=O)c1c(C)n(Cc2ccc3c(c2)OCO3)c2ccc(O)cc12
→ i | 2.4 | 19% | -4% | 2% | -0.3% | 0.3% | i | 47 | 8.7 | 68 | 1.1
> Nc1cc(Cl)cc(Cl)c1
→ i | 2.5 | . | . | 11% | 0.5% | -0.7% | i | 22 | 0.9 | 49 | .
> CC12CCC3C(CC=C4CC5(CCC43C)OCCO5)C1CCC2=O (stereo not drawn)
→ i | 0.6 | 0% | 7% | 9% | 8.3% | 0.1% | i | 34 | 1.9 | 62 | 0.9
> CCC1(CCc2ccncc2)C(=O)NC(=O)NC1=O
→ i | 2.9 | 5% | 1% | 2% | 3.5% | -1.1% | i | 24 | -1.4 | 72 | 1
> COc1ccc(CCNCc2sccc2C)cc1
→ i | 0.5 | 9% | 1% | 4% | -1.1% | 0.2% | i | 57 | 0.8 | 59 | .
> COc1cc(/C=C/C(=O)c2c(O)n(CCc3ccccc3)c(=O)[nH]c2=O)ccc1O
→ + | 1.0* | 21% | -8% | ? | 2.3% | 2.4% | i | 34 | -1.1 | 42 | 0.9
> CCn1c(O)c(C=Nc2ccc(N3CCOCC3)cc2)c(=O)n(CC)c1=S
→ i | 2.0 | -2% | -40% | -3% | -0.6% | -0.2% | i | 28 | 4.0 | 88 | 1
> COC(=O)C1=C(c2ccc(C(C)=O)cc2)C[C@@H]2CC[C@H]1N2C(=O)N1CCCCC1
→ i | 1.0 | . | . | -1% | -0.3% | 1.4% | i | 24 | 0.1 | 50 | .
> C/C(=N\N(C)c1ccccc1)c1c(O)[nH]c(=O)[nH]c1=O
→ i | 0.7 | 4% | 0% | 11% | . | 1.5% | i | 54 | 0.5 | 51 | .
> c1ccc2sc(C3CCNCC3)nc2c1
→ i | 0.1 | 6% | 1% | 3% | 0.1% | 0.3%[50 µM] | i | 31 | . | . | .
> NC(=O)Cn1cc(C=C2C(=O)NC(=O)NC2=O)c2ccccc21
→ i | 0.3 | 4% | -72% | 10% | -0.2% | -0.7%[50 µM] | i | 26 | -0.5 | 49 | .
> O=C(C1CC(c2ccc(Cl)c(Cl)c2)=NO1)N1CCC2(CC1)OCCO2 (stereo not drawn)
→ i | 1.2 | 7% | -2% | 2% | 3.4% | 0.4% | i | 22 | 0.0 | 40 | 1
> COc1ccc(NC(=O)c2c(C)nn(Cc3ccccc3Cl)c2Cl)cc1Cl
→ i | 0.7 | 13% | -11% | 6% | 1.6% | 2.5% | i | 43 | 13 | 59 | 1.1
> c1ccc(P(c2ccccn2)c2ccccn2)cc1
→ i | 0.2 | 20% | 0% | 8% | -1.3% | 0.0% | i | 40 | 0.9 | 56 | 0.9
> CC1=CC(=C2C(=O)NC(=S)NC2=O)C=C(C(F)(F)F)N1CCc1ccccc1
→ . | . | 3% | 6% | . | 1.2% | . | i | 35 | 0.5 | 97 | 1
> CCOC(=O)C1=C(NC(=S)NC(=O)c2ccccc2)c2ccccc2CC12CCCC2
→ i | 0.4 | -44% | 27% | 8% | . | 0.4% | . | . | . | . | 1.1
> Fc1ccccc1CN1CCN(c2ccc(Cl)cc2)CC1
→ i | 1.2 | 22% | 2% | 13% | -0.5% | 0.0% | i | 25 | -0.1 | 47 | .
> O=C(c1cc2ccccn2n1)N1CCC2(CC1)OCCO2
→ i | 5.8 | 1% | -4% | 5% | -0.2% | 0.4% | i | 10 | -1.5 | 64 | 1
> Cc1[nH]c2ccccc2c1CCNCc1cccnc1
→ i | 1.2 | 12% | -2% | 10% | 0.1% | 1.4% | i | 9 | -0.9 | 69 | .
> CCc1cc(=O)oc2c(C)c(OCC(=O)N3C[C@H]4C[C@@H](C3)c3cccc(=O)n3C4)ccc12
→ i | 3.4 | 2% | 4% | 0% | 2.0% | 6.5% | i | 29 | -0.1 | 81 | .

# Next section.
Structure	Myeloid diff MLP	Myeloid diff MLP GFP+ MAC1+ %	Large T inhibition	PhoP inhibition	Rac1 GTP hydrolysis	RSV CPE inhibition	UTI89 phage lysis	T cell modulator	T cell modulator vesicle-bound %	NTR1 ag	NTR1 ag cell count 20 µM	TNAP activators
O=C1/C(=C/c2ccccc2Cl)N2CCC1CC2	i	0.7	15%	-6%	9%	0.0%	-0.4%[50 µM]	i	8	-0.7	53	.
O=C(c1ccc2c(c1)ncn2-c1ccc(F)cc1F)N1CCC2(CC1)OCCO2	i	1.1	6%	-3%	11%	2.3%	0.4%	i	49	2.6	97	1
O=C(Cc1ccccc1)OCCN1CCOCC1	i	0.8	14%	-12%	9%	0.6%	0.8%	i	43	1.2	52	1.1
COC(=O)c1c(C)[nH]c(C(=O)C(Cc2ccccc2)N(C)C)c1C (stereo not drawn)	i	0.2	12%	3%	-1%	0.6%	1.7%	i	63	-0.2	57	1.1
CNCCCc1ccccc1	i	0.9	-1%	0%	-1%	1.3%	0.0%	i	6	0.1	93	1
CCN1CCN(c2ccc(NC(C)=O)cc2Cl)CC1	i	0.3	4%	3%	-2%	0.5%	-0.1%	i	61	-1.1	72	1
CCSc1nnc([C@@H](N)Cc2c[nH]c3ccccc23)o1	i	1.3	4%	22%	6%	-1.3%	0.2%	i	37	-2.1	50	1
CN1CCc2nc(SCC(=O)OC(C)(C)C)c(C#N)cc2C1	i	1.7	10%	1%	7%	1.1%	1.4%	i	41	-0.9	62	1
CC(C)N1OC2CC1c1nc3ccccc3n1C2 (stereo not drawn)	i	1.5	17%	3%	9%	1.6%	0.9%	i	22	-0.4	48	.
C[C@]12CC[C@@H](O)C[C@@H]1CC[C@@H]1[C@@H]2CC[C@]2(C)C(=O)CC[C@@H]12	i	1.9	-13%&1%	1%&-6%	0%	-0.1%	-2.6%	i	9	-0.6	51	1.1
O=C1CN=C(c2ccccc2)c2ccccc2N1	i	1.1	17%	-3%	12%	1.0%	0.0%	i	31	0.6	87	.
CC(=O)Nc1ccc(OC(=O)N2CCCCC2)cc1	i	1.0	-1%	3%	3%	1.7%	-0.2%	i	43	-0.3	75	1.1
CN(C)C1=C(C#N)C(c2ccccc2)=NP(N(C)C)(N(C)C)=N1	i	6.2	6%	22%	5%	-0.8%	3.3%	i	27	-0.4	62	1.1
COc1ccccc1NC1=NCCS1	i	2.3	-1%	-10%	2%	-0.1%	0.2%	i	29	-1.6	105	1.1
Cc1cc(NC(=O)CCC(=O)N2CCC3(CC2)OCCO3)no1	i	2.3	8%	2%	-1%	0.8%	-3.2%	i	26	-1.2	45	1
CC/C(=N\N1CCN(C)CC1)c1c(O)[nH]c(=O)[nH]c1=O	i	0.1	-9%	-9%	7%	5.5%	7.6%	i	41	-3.2	23	1.2

# Five entries out of the list, ordered by formula weight, rising:
Structure	Myeloid diff MLP	Myeloid diff MLP GFP+ MAC1+ %	Large T inhibition	PhoP inhibition	Rac1 GTP hydrolysis	RSV CPE inhibition	UTI89 phage lysis	T cell modulator	T cell modulator vesicle-bound %	NTR1 ag	NTR1 ag cell count 20 µM	TNAP activators
COc1ccccc1NC1=NCCS1	i	2.3	-1%	-10%	2%	-0.1%	0.2%	i	29	-1.6	105	1.1
O=C1CN=C(c2ccccc2)c2ccccc2N1	i	1.1	17%	-3%	12%	1.0%	0.0%	i	31	0.6	87	.
CC(C)N1OC2CC1c1nc3ccccc3n1C2 (stereo not drawn)	i	1.5	17%	3%	9%	1.6%	0.9%	i	22	-0.4	48	.
C[C@]12CC[C@@H](O)C[C@@H]1CC[C@@H]1[C@@H]2CC[C@]2(C)C(=O)CC[C@@H]12	i	1.9	-13%&1%	1%&-6%	0%	-0.1%	-2.6%	i	9	-0.6	51	1.1
Cc1cc(NC(=O)CCC(=O)N2CCC3(CC2)OCCO3)no1	i	2.3	8%	2%	-1%	0.8%	-3.2%	i	26	-1.2	45	1

# The results go on:
Structure	Myeloid diff MLP	Myeloid diff MLP GFP+ MAC1+ %	Large T inhibition	PhoP inhibition	Rac1 GTP hydrolysis	RSV CPE inhibition	UTI89 phage lysis	T cell modulator	T cell modulator vesicle-bound %	NTR1 ag	NTR1 ag cell count 20 µM	TNAP activators
CS(=O)(=O)NNP(=O)(NNS(C)(=O)=O)NC(=O)c1ccc(Br)cc1	i	0.5	9%	2%	-11%	-0.2%	0.1%	i	32	-0.6	52	.
CC12CC[C@H]3[C@@H](CCC4(O)C[C@H](O)CCC34/C=N/NC(=O)c3ccccc3[N+](=O)[O-])C1(O)CCC2C1=CC(=O)OC1 (stereo partly drawn)	i	0.3	5%	-6%	11%	41%	-0.2%	i	29	1.4	90	.
COc1ccc(C2CN(C)CC2C(=O)c2ccc(F)cc2)cc1Cl (stereo not drawn)	i	0.7	4%	-10%	3%	-2.8%	0.4%	i	46	0.5	56	1.1
O=C(NCc1ccc(C(=O)N2CCC3(CC2)OCCO3)cc1)c1ccc2c(c1)OCO2	i	5.4	14%	-2%	-6%	0.8%	3.6%	i	1	1.0	85	1
Cc1cccc(C)c1OC(=O)Cc1ccccc1	i	0.2	1%	-3%	16%	1.4%	0.0%	i	57	-0.2	81	0.8
CCCC(=O)N(C)C1=Nc2ccc(Cl)cc2C(c2ccccc2)=[N+]([O-])C1	i	0.3	25%	0%	9%	1.2%	0.2%	i	44	1.8	52	.
N#CC(C#N)=Cc1ccc(O)c(O)c1	i	4.9	?	-8%	?	1.3%	-7.0%	i	28	1.8	51	.
O=c1[nH]c(=O)n(-c2ccc(Cl)cc2)c(O)c1C=NCCN1CCCCC1	i	0.5	6%	-9%	7%	-0.7%	0.1%	i	19	-0.4	40	1.1

# The list is partial; the hit share may differ from the screen's.
